High-throughput results: PubChem BioAssay, NCI
All columns: NCI-60 one-dose screen, growth in % after 48 h at 10 µM unless noted; 100 = growth as untreated, 0 = no growth, -100 = all killed.
NCI/ADR-RES: NCI/ADR-RES ovarian cells | AID 1794790 | hit rate 4.4% among 81,000
NCI-H23: NCI-H23 lung cancer. hit rate 4% among 80,000
SK-OV-3: SK-OV-3 ovarian cancer cells; hit rate 3.2% among 80,000; AID 1794785
COLO 205: COLO 205 colon cancer; AID 1794742; hit rate 7.3% among 79,000
NCI-H460: NCI-H460 lung cancer; hit rate 6.8% among 82,000
NCI-H522: NCI-H522 lung cancer | hit rate 8% among 78,000 | AID 1794739
NCI-H226: NCI-H226 lung cancer | hit rate 3.5% among 79,000 | AID 1794732
NCI-H322M: NCI-H322M lung cancer | hit rate 2.7% among 80,000 | AID 1794733
IGROV1: IGROV1 ovarian cancer | hit rate 4.7% among 79,000
The depositor's hits bear a star; / = not tested or not shown; & = joins results of further samples. Rule for the calls: active = growth percent below 10; inactive = the rest.

SMILES | NCI/ADR-RES | NCI-H23 | SK-OV-3 | COLO 205 | NCI-H460 | NCI-H522 | NCI-H226 | NCI-H322M | IGROV1
O=C1c2ccccc2C2(c3ccc(O)cc3)c3ccccc3Oc3cccc1c32 (centres undefined) | 11 | 33 | 26 | / | 11 | 49 | 86 | 32 | 60
NC(CSC(c1ccccc1)(c1ccccc1)c1ccc(F)cc1)C(=O)O (centres undefined) | 37 | 14 | 34 | 5.6* | 2.0* | -59* | 62 | 29 | /
COc1ccc(NC(=S)SCCC(=O)O)cc1 | 101 | 96 | 117 | 126 | 99 | 102 | 98 | 122 | 136
C=C(C)CS(=O)(=O)O | 100 | 107 | 107 | 101 | 113 | / | 102 | 86 | /
Cn1c(NN)nc2ccccc2c1=O | 101 | 98 | 103 | 107 | 104 | 98 | 92 | 111 | 108
CCOC(=O)c1sc(NCC(=O)Nc2ccc([N+](=O)[O-])cc2Cl)c(C(=O)OCC)c1C | / | / | / | 110 | 102 | 88 | 110 | 103 | 107
CNC(=S)n1cnc(N)n1 | 96 | 98 | 115 | 126 | 103 | 101 | 103 | 85 | 101
CNC(=O)c1cc(-n2ccc3cc(NC(=O)Nc4ccc(Cl)c(C(F)(F)F)c4)ccc32)ccn1 | 50 | 62 | 84 | 30 | 37 | 53 | 66 | 86 | 78
N#Cc1c2c([nH]c(=O)c1C#N)/C(=C/c1cccnc1)CC2 | 90 | 88 | 105 | 104 | 102 | 91 | 101 | 94 | 107
COc1cccc2c1CN(C(=O)c1ccc(O)c(C(=O)N3Cc4ccccc4C3)c1)C2 | 106 | 99 | 113 | 118 | 103 | 96 | 99 | 95 | 102
O=C(O)c1ccccc1C(=O)OCC1CCC(=NO)CC1 (centres undefined) | 102&98 | 105&103 | 115&114 | 114&133 | 104&108 | 103&105 | 110 | 94 | 113&112
COc1ccc(C(=O)Cc2ccccc2C(=O)O)cc1 | 107 | 100 | 111 | 117 | 103 | 105 | 90 | / | 100
CCN(c1ccc(OC)cc1)c1nc(-c2ccc(Br)cc2)cs1 | 106 | 100 | 105 | 112 | 102 | 94 | 100 | 99 | 101
COC(=O)[C@]1(Cc2ccccc2)[C@H](C)C(=O)N1C[C@H](Cc1ccccc1)N(Cc1ccccc1)Cc1ccccc1 | 63 | 47 | 74 | 84 | 68 | 52 | 49 | 91 | 76
COc1cc2oc(-c3cccc(NC(=O)c4cc([N+](=O)[O-])ccc4Br)c3)cc(=O)c2c(OC)c1OC | 85 | 76 | 117 | 96 | 96 | 73 | 96 | 95 | 39
NC(N)=NC(N)=Nc1ccc(O)cc1 | 60 | 101 | 114 | 126 | 105 | 81 | 118 | 121 | 107
Cc1nn(-c2ccccc2)c(Cl)c1/C=C1\N=C(c2ccccc2)N(C(=O)c2ccc3ccccc3c2)NC1=O | 103 | 99 | 111 | 116 | 105 | 84 | 99 | 103 | 91
CCCNc1nc2ccccc2c2c(=O)c3cccc(Cl)c3sc12 | 101 | 74 | 88 | 95 | 79 | 82 | 85 | 90 | 70
Cc1cn(C2CC(F)C(CO)O2)c(=O)[nH]c1=O (centres undefined) | 86 | 90 | 93 | 116 | 52 | 86 | 96 | 86 | /
O=[N+]([O-])c1ccc(-c2cccnc2)cc1 | 112 | 109 | 109 | 112 | 109 | / | 103 | 99 | 100

Not a retest: entries from further up.
SMILES | NCI/ADR-RES | NCI-H23 | SK-OV-3 | COLO 205 | NCI-H460 | NCI-H522 | NCI-H226 | NCI-H322M | IGROV1
O=C1c2ccccc2C2(c3ccc(O)cc3)c3ccccc3Oc3cccc1c32 (centres undefined) | 11 | 33 | 26 | / | 11 | 49 | 86 | 32 | 60
NC(CSC(c1ccccc1)(c1ccccc1)c1ccc(F)cc1)C(=O)O (centres undefined) | 37 | 14 | 34 | 5.6* | 2.0* | -59* | 62 | 29 | /
COc1ccc(NC(=S)SCCC(=O)O)cc1 | 101 | 96 | 117 | 126 | 99 | 102 | 98 | 122 | 136
C=C(C)CS(=O)(=O)O | 100 | 107 | 107 | 101 | 113 | / | 102 | 86 | /
Cn1c(NN)nc2ccccc2c1=O | 101 | 98 | 103 | 107 | 104 | 98 | 92 | 111 | 108
CCOC(=O)c1sc(NCC(=O)Nc2ccc([N+](=O)[O-])cc2Cl)c(C(=O)OCC)c1C | / | / | / | 110 | 102 | 88 | 110 | 103 | 107
CNC(=S)n1cnc(N)n1 | 96 | 98 | 115 | 126 | 103 | 101 | 103 | 85 | 101
CNC(=O)c1cc(-n2ccc3cc(NC(=O)Nc4ccc(Cl)c(C(F)(F)F)c4)ccc32)ccn1 | 50 | 62 | 84 | 30 | 37 | 53 | 66 | 86 | 78
N#Cc1c2c([nH]c(=O)c1C#N)/C(=C/c1cccnc1)CC2 | 90 | 88 | 105 | 104 | 102 | 91 | 101 | 94 | 107

(list continues)
SMILES | NCI/ADR-RES | NCI-H23 | SK-OV-3 | COLO 205 | NCI-H460 | NCI-H522 | NCI-H226 | NCI-H322M | IGROV1
O=C1C=CC(Nc2ccc(Cl)c(Cl)c2)C1Nc1ccc(Cl)c(Cl)c1 (centres undefined) | 81 | 74 | 71 | 96 | 90 | 68 | 79 | 79 | 56
Cc1ccc(-c2nc(SCC(=O)N3CCN(c4cc5c(cc4F)c(=O)c(C(=O)O)cn5C4CC4)CC3)nc(Cl)c2C#N)cc1 | 102 | 100 | 89 | 108 | 103 | 94 | 104 | 101 | 97
Cc1ccc(S(=O)(=O)NCCNc2nccc(-c3c(-c4ccc(O)cc4)nc4sccn34)n2)cc1 | 98 | 95 | 107 | 104 | 106 | 84 | 99 | 110 | 97
O=C(CSc1nnc(-c2ccc(NC(=O)c3cccnc3)cc2)o1)Nc1cccc(Br)c1 | 94 | 93 | 110 | 88 | 103 | 41 | 98 | 97 | 81
O=C(O)c1ccc(-n2cc(CNc3cccc(Cl)c3)c(-c3ccc(C(F)(F)F)cc3)n2)cc1 | 76 | 86 | 85 | 103 | 58 | 86 | 87 | 83 | 74
CCOC(=O)c1ccc([N+](=O)[O-])cc1 | 102 | 107 | 112 | 111 | 100 | 94 | 105 | 110 | 105
CCOC(=O)C1=Cc2c(oc3ccc([N+](=O)[O-])cc3c2=O)C(C)(C)C1 | 92 | 95 | 107 | 109 | 101 | 86 | 87 | 90 | 90
O=C(CSc1nc2ccccc2c(=O)n1CCc1ccccn1)c1ccc(F)cc1 | 83 | 85 | 110 | 115 | 94 | 85 | 86 | 100 | 110
Brc1ccc2c(ccc3c2nnc2ncnn23)c1 | 91 | 87 | 96 | 141 | 98 | 102 | 95 | 115 | 73
Nc1n[nH]c(CC(=O)NCCc2ccccc2)n1 | 115 | 109 | 114 | 113 | 124 | 97 | 111 | 106 | 115
COc1cc2c(c(OC)c1OC)C(=O)CC(c1cccc(NC(=O)c3cccc(NC(=O)[C@H](C)N)c3)c1)O2 (some centres undefined) | 81 | 85 | 96 | 106 | 85 | 80 | 87 | 95 | 94
COc1ccc(C2CC(c3ccc(C)cc3C)=NN2c2ccc(S(=O)(=O)NC(=S)NCc3ccccc3)cc2)cc1 (centres undefined) | 82 | 86 | 121 | 94 | 68 | 95 | 91 | 98 | 105
O=C(/C=C/c1ccccc1)c1cccc(N=Cc2c(O)ccc3ccccc23)c1 | 104 | 105 | 103 | 111 | 101 | 95 | 103 | 111 | 109
COc1cc(Nc2nc3ccccc3cc2C(=O)N2CCN(c3ccc(F)cc3)CC2)cc(OC)c1OC | 83 | 99 | 100 | 104 | 102 | 81 | 85 | 93 | 105
COc1ccc(/C=C(\C(=O)NNS(=O)(=O)c2ccc(C)cc2)c2nc3ccccc3s2)cc1 | 96 | 100 | 114 | 106 | 104 | 95 | 98 | 102 | 103
COc1cc2c(c(OC)c1OC)CCC(c1cccc(C(=O)Nc3ccccc3)c1)O2 (centres undefined) | 87 | 85 | 85 | 96 | 88 | 62 | 74 | 59 | 85
c1ccc2nc(N3CCCC3)c(N3CCCCC3)nc2c1 | 97 | 99 | 105 | 111 | 101 | 101 | 95 | 114 | 108
CN(C)CCOc1ccccc1NC1=C(Cl)C(=O)C(Nc2ccccc2OCCN(C)C)=C(Cl)C1=O | 93 | 64 | 119 | -62* | 99 | -53* | 94 | / | 11
OCC(O)CNCCNc1c2ccccc2nc2cc(Cl)ccc12 (centres undefined) | 103 | 60 | 71 | 51 | 35 | 43 | 49 | 55 | 66
O=C(O)c1cn(C2CC2)c2cc(N3CCN(C(=O)CSc4nc(-c5ccccc5)cc(=O)[nH]4)CC3)c(F)cc2c1=O | 104 | 96 | 107 | 109 | 108 | 98 | 91 | 91 | 97
COc1ccc2nc(/C=C3\SC(=S)N(Cc4ccco4)C3=O)ccc2c1 | 100 | 88 | 99 | 99 | 94 | 87 | 99 | 89 | 99
COc1ccc2c(c1)/C(=C(/C#N)C(=O)Nc1ccc(S(N)(=O)=O)cc1)C(=O)N2 | 104 | 102 | / | / | 101 | 98 | / | 100 | 104
COc1sc(/C=N/NC(=O)c2[nH]c3ccc(Br)cc3c2-c2ccccc2)cc1Cl | -49* | -42* | 12 | -61* | 1.3* | -39* | -18* | 13 | -41*
Nc1nc(N)nc(SCC(=O)O)n1 | 113 | 110 | 107 | 116 | 120 | 113 | 129 | 122 | 136
Fc1cccc(CNc2nc(SCCN3CCOCC3)nc3c2cnn3CC(Cl)c2ccc(Br)cc2)c1 (centres undefined) | 23 | 46 | 51 | -9.8* | 7.0* | 37 | 28 | 82 | 52
COc1cc2c3c(n(CCCN4CCOCC4)c(=O)c2cc1OC)-c1nc2c(cc1C3=O)OCO2 | 17 | 4.1* | -4.1* | 13 | -15* | 40 | 6.3* | 41 | 37
CCCn1cnc2c(c1=N)C(c1ccc(OC)cc1)c1sc3c(CC)cccc3c1O2 (centres undefined) | 7.8* | 19 | 42 | 14 | 10 | -14* | 57 | 38 | 32
Cn1cc(C2=C(c3cccc4ccccc34)C(=O)N(O)C2=O)c2cccnc21 | 94 | 85 | 83 | 104 | 93 | 80 | 82 | 93 | 82
Cc1ccc(NC(=O)N(C)C)c(C)c1 | 100&102 | 100&102 | 103&104 | 117&111 | 104&103 | 105&99 | 93&96 | 92&101 | 103&106
N#Cc1cnc2c(C#N)c(Nc3ccccc3)nn2c1-c1ccco1 | 91 | / | 103 | 110 | 102 | 95 | 106 | 88 | 95
CO/N=C(/CN1CCN(c2cc3c(cc2F)c(=O)c(C(=O)O)cn3C2CC2)CC1)c1ccc(C)cc1 | 92 | 87 | 81 | 92 | 109 | 82 | 95 | 83 | /
N=C(N)c1ccc(N=NNc2ccc(C(=N)N)cc2)cc1 | 105 | 94 | 87 | 102 | 103 | 77 | 92 | 104 | 98
CCN1CCN(C2=C(C#N)c3c(sc4c(F)cccc34)C(c3cccc([N+](=O)[O-])c3)N2)CC1 (centres undefined) | 100 | 98 | 92 | 117 | 97 | 92 | 90 | 96 | 75
COc1cc(/C=N/NC(=O)COc2ccc(-c3nc4ccccc4s3)cc2OC)ccc1O | 82 | 83 | 87 | 92 | 60 | 73 | 106 | 66 | 75
Nc1ccc2nc(-c3ccc(-c4nc5ccc(N)cc5[nH]4)cc3)[nH]c2c1 | 111 | 83 | 114 | 115 | 108 | 99 | 96 | 100 | 108
CC(=O)Nc1ccc(C(=O)CN2CCOCC2)cc1 | 109 | 98 | 114 | 117 | 108 | 92 | 97 | 113 | 112
O=C(Nc1nc(-c2ccccc2Cl)cs1)c1cc(-c2ccc(Cl)cc2)nc2ccccc12 | 87 | 68 | 88 | 101 | / | 63 | 90 | 97 | 78
COC(=O)c1cc(Br)cc(Br)c1N | 96 | 97 | 103 | 102 | 111 | 110 | 96 | 119 | 118
CC1(C(Cl)(Cl)Cl)C=CC(=NO)C=C1 (centres undefined) | 103 | 98 | 110 | 118 | 104 | 90 | 111 | 114 | 92
CC1=NN(c2ccccc2)C(=O)CC1 | 106 | 100 | / | 111 | 106 | 92 | 103 | 102 | 103
O=C(/C=C/c1ccc([N+](=O)[O-])cc1)c1cccc(OCCCOc2cccc(C(=O)/C=C/c3ccc([N+](=O)[O-])cc3)c2)c1 | 108 | 91 | 100 | 105 | 106 | 90 | 115 | 101 | 106
CCCN(CCC)OS(=O)c1ccc(COCOc2ccc(OS(=O)N(CCC)CCC)cc2)cc1 (centres undefined) | 89 | 92 | 95 | 106 | 101 | 74 | 83 | 96 | 95
CCOC(Cc1c(N)[nH]c(=S)[nH]c1=O)OCC | 102 | 104 | 107 | 105 | 114 | 93 | 97 | 99 | 104
Cc1cnnn1-c1nonc1-n1cccc1 | 110 | 106 | 98 | 107 | 113 | 91 | 120 | 99 | 104
Cc1ccc(N(CC(=O)Nc2ccc(S(=O)(=O)N3CCOCC3)cc2)S(=O)(=O)c2ccc(Cl)cc2)cc1 | 82 | 83 | 98 | 93 | 93 | 84 | 83 | 96 | 82
COc1cccc2c(=O)c3c(sc12)c(Cl)nc1ccccc13 | 96 | 87 | 95 | 111 | 100 | 84 | / | 93 | 65
CCN(CC)CCSCCCNc1c2ccc(Cl)cc2nc2ccc(OC)cc12 | 1.6* | -31* | -1.8* | -83* | -40* | -79* | 49 | -36* | -19*
CCC1=C(C)C(=O)[C@H](C)[C@@H](C(C)[C@@H]2OC(CC)=C(C)C(=O)[C@@H]2C)O1 (some centres undefined) | 87 | 88 | 127 | 146 | 97 | 80 | 91 | 118 | 98
C=CCOC(=O)[C@@H]1CCCN1C(=O)CN | 102 | 97 | 100 | 113 | 106 | 78 | 100 | 99 | 107
CN(C)C(=O)OCc1nc2c(N3CCOCC3)nc(-c3ccccc3)nc2n1C | -8.4* | -67* | 60 | -71* | -72* | -47* | -66* | 53 | -95*
O=C(Nc1cccc(NC(=O)C(=O)O)c1)Oc1ccccc1 | 106 | 104 | 99 | 113 | 114 | / | 99 | 97 | 110
